mHTT CaM bind: inhibitors of human mutant huntingtin-calmodulin interaction. P42858. AlphaScreen His-mHTT/GST-CaM binding, luminescence. inhibition, % at 15 µM. 190,000 compounds, 3.6% hits;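 further: 0% = both proteins with DMSO and 100% = one protein alone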
Pf apPOL block: Pf-apPOL DNA polymerase inhibition; Recombinant Pf-apPOL, molecular beacon fluorescence, 1.5 h; inhibition, % at 10 µM; 210,000 compounds, 0.25% hits; AID 1794808
* marks the source's active call; other numbers are inactive results; i = inactive; · = no result given; & = joins results of further samples. No stated cut-off is given here; in the data, active means inhibition above about 50%; inactive means the rest. Not a hit list; any-hit rate near 3.5%.

SMILES	mHTT CaM bind	Pf apPOL block
CC(C)c1ccccc1NC(=O)Cc1ccc(F)cc1	-8.1	-10.2
Cc1ccc(S(=O)(=O)N2CCc3nc(NC(=O)C4CCCC4)sc3C2)cc1	18.4	-2.8
CCOC(=O)C(C)Oc1ccc2c(=O)c(-c3cc4ccccc4o3)coc2c1C (centres undefined)	-4.3	-0.8
O=C(CCN1C(=O)C2C3C=CC(C3)C2C1=O)Nc1ccc(Cl)c(C(F)(F)F)c1 (centres undefined)	1.0	-3.9
Fc1ccc(Cn2nnc(-c3ccccc3)n2)cc1	-43.8	-6.5
Cc1c(C(=O)NCc2cccnc2)oc2ccc(S(=O)(=O)N3CCC4(CC3)OCCO4)cc12	22.0	-3.0
Cc1ccccc1C1CC(=O)Nc2n[nH]c(-c3ccc(Cl)cc3)c21 (centres undefined)	13.3	0.4
CCn1ccc(C(=O)N2CCC(n3c(-c4ccc(F)cc4)nc4cccnc43)C2)n1 (centres undefined)	3.1	6.6
O=[N+]([O-])c1ccc2c(c1)S(=O)(=O)N=C2Nc1cccnc1	-3.3	4.1
CCC(CC)NC(=O)C1CCc2sc(C(=O)N3CCOCC3)cc2C1 (centres undefined)	-2.3	-6.7
CC(C)(c1ccccc1)c1ccc(OCCNCCN)cc1	5.2	-8.2
CC(=O)Nc1cc(C(=O)N2CCCCCC2)c2ccc(C)nc2c1	0.8	0.0
O=C1NN(c2ccccc2)C(=O)/C1=C/c1cccc(OCCOc2ccccc2)c1	6.0	2.0
Cc1ccc(C2=N/C(=C\c3cc(Br)ccc3F)C(=O)O2)cc1[N+](=O)[O-]	0.0	0.3
COc1ccc(Cc2nn[nH]n2)cc1	-8.2	-3.7
CN1c2ccccc2C(C)(C)C12C=Cc1cc([N+](=O)[O-])cc([N+](=O)[O-])c1O2 (centres undefined)	8.0	-3.9
COc1ccc(/C=C2\SC(N3CCCCCC3)=NC2=O)cc1	5.0	-9.9
Cc1ccc(CNC(=O)c2ccc(-c3cncnc3)nc2)cc1	-0.4	0.9
CN1CCN(C(=O)c2cc(-c3cccs3)n(CC(=O)NCc3ccco3)n2)CC1	-9.1	-6.0
Cc1ccc(NCc2ccc(Cl)nc2)c(NCc2ccc(Cl)nc2)c1	54.0*	-3.6
CCC12CN3CC(CC)(CN(C1)C3c1ccc(OC(C)C)cc1)C2O (centres undefined)	3.8	0.3
Cc1oc2c(CN3CCCCC3)c(O)ccc2c(=O)c1-c1ccccc1	-0.3	-1.0
N#CC1=C(SCc2ccccc2)NC(=O)CC1c1ccc(Br)cc1 (centres undefined)	10.9	-4.6
Cc1ccsc1C=C1Oc2c(ccc(O)c2CN2CC(C)CC(C)C2)C1=O (centres undefined)	38.3	-10.9
COc1ccc(CNCc2ccccc2C(F)(F)F)cc1OC	1.0	0.1

Three of the compounds above, comma-delimited:
smiles,mHTT CaM bind,Pf apPOL block
COc1ccc(Cc2nn[nH]n2)cc1,-8.2,-3.7
CCC(CC)NC(=O)C1CCc2sc(C(=O)N3CCOCC3)cc2C1 (centres undefined),-2.3,-6.7
CC(=O)Nc1cc(C(=O)N2CCCCCC2)c2ccc(C)nc2c1,0.8,0.0

New compounds follow.
SMILES	mHTT CaM bind	Pf apPOL block
Cc1cccc(NC(=O)CN2C(=O)C(c3ccc(F)cc3)=NC2(C)C)c1C	-2.1	-3.1
Cc1nnc(N2C(=O)C(=O)C(=C(O)c3ccc(OC(C)C)cc3)C2c2cccs2)s1 (centres undefined)	12.5	-1.5
COc1ccc(NC(=O)N2CCc3c(c4ccccc4n3C)C2)cc1	50.9*	-3.6
COc1ccc(-c2nc3c(c(=O)[nH]2)CCN(C(=O)c2ccco2)C3)cc1	3.0	10.6
O=C(c1cc(F)c(F)cc1Cl)N1CCCCC1	-5.4	2.3
CC(=O)N1CCc2ccccc2C1C(=O)NCc1ccc2c(c1)OCO2 (centres undefined)	11.1	-1.9
Cn1c(=O)c(N2CCN(C(=O)COc3cccc(Cl)c3)CC2)nc2ccncc21	11.5	-5.5
CC(=O)N1CCc2c(C(=O)N3CCOCC3)cccc21	-3.7	-3.2
Cc1occc1C(=O)NCCCc1ccccc1	3.6	0.0
O=C(c1ccccc1-c1ccccc1)N1CCN(c2ccccn2)CC1	-3.0	6.4
COc1cccc(CNc2ccc(F)c(Cl)c2)c1OC	26.3	4.7
CCc1nc2nc(C)cc(N3CCN(c4ccc(C)cc4C)CC3)n2n1	63.4*	-7.5
COc1ccc(CNC(=O)C2CCN(c3ccncc3)CC2)cc1	-2.6	-4.5
CN1C(=O)CCC2(CNC(=O)CN3CCOCC3)CCCC12 (centres undefined)	1.8	-7.8
CCCC(C(=O)O)N1C(=O)C2CC=C(Cl)CC2C1=O (centres undefined)	-1.0	-10.6
CC(C)NC(=O)c1ccc(-c2csc(C3CC3)n2)cc1	-2.5	-4.9
CC(=O)Nc1ccc(N2C(=O)CSC2c2ccc(C(C)(C)C)cc2)cc1 (centres undefined)	13.0	-4.3
CC(C)CC1C(=O)N(Cc2cn(CCC3OCCCO3)nn2)CCS(=O)(=O)N1Cc1ccc(-c2ccc(Cl)nc2)cc1 (centres undefined)	29.3	-22.9
N#CC1=C(N)SC(N)=C(C#N)C1c1ccc(F)c(Br)c1	31.6	·
CCCc1cc2c(=O)c(-c3ccc4c(c3)OCO4)c(CC)oc2cc1O	0.0	-1.3
COc1ccc(C(=O)NCc2cccnc2-c2ccc(F)cc2)cc1	-10.7	-2.2
CCCC1CCC2(CC1)CC[C@@H]2OC(=S)Nc1cccc(Cl)c1 (some centres undefined)	-39.7	-6.8
N#Cc1ccc(C(=O)N2CCCC(COc3ccc(C(=O)NC4CC4)cc3)C2)cc1 (centres undefined)	9.1	-0.5
O=C1NC(c2cccc([N+](=O)[O-])c2)C(=C(O)c2ccc(Br)cc2)C1=O (centres undefined)	7.7	-1.6
O=c1oc2cc([N+](=O)[O-])ccc2c2ccc([N+](=O)[O-])cc12	-6.4	·

Following part
SMILES	mHTT CaM bind	Pf apPOL block
Cc1cc(O)cc2oc(C(F)(F)F)c(Oc3ccccc3)c(=O)c12	7.0	-12.7
CC1(C)CC(=O)C2=C(C1)OC(N)=C(C#N)C2c1ccc(Br)cc1 (centres undefined)	4.2	-5.3
O=C(Nc1c2c(nn1-c1ccc(Cl)cc1)CSC2)c1cccc(F)c1	15.0	1.6
CN(Cc1ccccc1)C(=O)c1cccn2c(=O)c3sccc3nc12	5.0	-1.5
CCc1cccc(NC(=O)N2CCN(C3=CC4=NC(C)CN4C=N3)CC2)c1 (centres undefined)	1.4	-0.8
COc1ccc(CNC(=O)CCCc2ccccc2)cc1	-9.2	-6.4
CCCCC(=O)N[C@@H]1CC[C@@]23CCCN2C(=O)CCC[C@H]3[C@H]1C	-10.9	0.8
Cc1ccc(C2=N/C(=C\c3cccc(C(F)(F)F)c3)C(=O)O2)cc1[N+](=O)[O-]	18.0	-1.9
O=C1N=c2ccc(Br)cc2=C1c1sc(Nc2ccc(F)cc2)nc1O	12.0	0.1
COc1ccccc1C(=O)Nc1cccc(-c2nc3ncccc3o2)c1	58.0*	2.7&10.6
COc1ccc2nc(SCC(=O)Nc3ccc(C)c(Cl)c3)[nH]c2c1	20.0	-4.3
NC(=O)c1oc2ccccc2c1NC(=O)C1CCCN1S(=O)(=O)c1ccc(F)cc1 (centres undefined)	66.9*	-6.5
COc1ccccc1N1CCN(C(=O)Nc2ccc(Cl)c(Cl)c2)CC1	12.0	1.6
NC(=O)c1ccsc1NC(=O)COc1ccc(Cl)cc1	3.5	-2.2
O=C(COc1ccc(F)cc1F)Nc1cccnc1	-1.3	-9.0
COc1ccccc1-n1c(CCC(=O)O)ccc1-c1cccs1	37.0	-1.2
O=C(c1ccc(Br)o1)N1CCC(c2cnn(-c3ccccc3)c2)CC1	15.6	0.6
COc1ccccc1N1CCN(S(=O)(=O)c2ccc(OC)c([N+](=O)[O-])c2)CC1	14.4	-4.9
Cn1c(=O)c2c(ncn2CCCO)n(C)c1=O	-3.6	·
O=C(NC1CC1)c1cccc(NC(=O)C2CCCCC2)c1	-1.7	-3.9
COc1cc(OC)cc(-c2nc3n(n2)C(c2ccccc2)C2=C(CCCC2=O)N3)c1 (centres undefined)	22.8	2.2
O=C(Nc1ccccc1)Nc1nnc(/C=C/c2ccccc2)s1	4.3	-5.8
O=c1[nH]n(-c2nn3nnnc3c3ccccc23)c(=O)c2ccccc12	2.0	-0.9
CCc1c(C)c(C#N)c2nc3ccccc3n2c1NCCCN(C)C	-4.0	60.0*
S=c1[nH]nc(-c2ccccc2Cl)n1C1CCCCC1	·	-16.1

(continued)
SMILES	mHTT CaM bind	Pf apPOL block
COc1cccc(NC(=O)CSc2nc(C)cc(C)n2)c1	-0.3	-11.5
O=C(CN1C(=O)C(c2ccc(F)cc2)=NC12CCCC2)Nc1ccccc1	-12.0	-3.3
CC1=C(C(=O)NCCN2CCCCC2C)C2(CCCCC2)OC1=O (centres undefined)	-7.9	-1.3
O=[N+]([O-])c1cccc(-n2nncc2-c2ccccc2)c1	7.0	-4.0
O=C(Nc1c2c(nn1-c1ccc(F)cc1)CS(=O)(=O)C2)c1c(F)cccc1Cl	0.0	-3.7
O=S(=O)(Nc1ccc(Cn2cncn2)cc1)c1ccc(Cl)cc1	7.4	2.4
O=C(Nc1cccc(-c2ccc(N3CCOCC3)nn2)c1)c1cc(-c2ccco2)on1	55.3*	41.7
O=C(C[n+]1cccc(/C=N/O)c1)Nc1ccccc1C(=O)O	i	1.6
COc1ccc2oc(=O)c(C(=O)N3CCN(CCO)CC3)cc2c1	1.0	-2.0
CCCC1=NN(c2nc3ccccc3s2)C(=O)/C1=C/N(C)C	-2.0	-16.4
CCOc1ccccc1C(=O)Nc1cccn2c(C)nnc12	4.6	0.6
Cc1cc(C)nc(NS(=O)(=O)c2ccc(NC(=O)c3cccs3)cc2)n1	-4.5	-3.7
CCOC(=O)c1c(-c2ccc(OC)cc2)oc2ccc(OC(C)C(=O)OCC)cc12 (centres undefined)	-108.0	2.3
N#CC(=Cc1c(Cl)cccc1Cl)C(=O)Nc1ccc(F)c(Cl)c1	·	-0.6&5.6
O=C1c2ccccc2C(=O)N1CN(C(=O)c1ccccc1)c1ccc(F)cc1	-3.0	0.7
COc1ccc(OCC2c3cc(OC)c(OC)cc3CCN2C(=O)c2ccc(C)cc2)cc1 (centres undefined)	77.0*	1.9
NC(=O)c1ccccc1NC(=O)COc1ccc([N+](=O)[O-])cc1	-4.4	6.2
Cc1nnc(NC(=O)c2ccc(=O)n(Cc3cccc([N+](=O)[O-])c3)c2)s1	-1.5	17.4
COc1ccc(NC(=O)CC2CCCCC2)c(OC)c1	-5.3	-16.4
CC(=O)NC1=NN(C(C)=O)C(C)(c2ccc(NC(C)=O)cc2)S1 (centres undefined)	3.0	3.2
COc1ccccc1C=C1Oc2cc(OC(C)C(=O)O)ccc2C1=O (centres undefined)	1.4	0.5
O=C(CN1C(=O)C(c2ccccc2)=NC12CCCCC2)Nc1ccccc1	9.1	-1.2
Cc1ccccc1C1CN(C(=O)c2ccccc2)CC1C(=O)N1CCOCC1 (centres undefined)	0.6	-3.6
Cc1csc(COc2ccc(C(=O)Nc3cccc(NS(C)(=O)=O)c3)cc2)n1	7.3	-7.3
CCCN1CCN(C(=O)c2cc3c(n2C)CCN(Cc2ccccc2)C3)CC1	19.8	-1.6

Structures from the list above with a CF3 group:
SMILES	mHTT CaM bind	Pf apPOL block
O=C(CCN1C(=O)C2C3C=CC(C3)C2C1=O)Nc1ccc(Cl)c(C(F)(F)F)c1 (centres undefined)	1.0	-3.9
COc1ccc(CNCc2ccccc2C(F)(F)F)cc1OC	1.0	0.1
Cc1cc(O)cc2oc(C(F)(F)F)c(Oc3ccccc3)c(=O)c12	7.0	-12.7
Cc1ccc(C2=N/C(=C\c3cccc(C(F)(F)F)c3)C(=O)O2)cc1[N+](=O)[O-]	18.0	-1.9

Whole records, quoted from the list.
CC1=C(C(=O)NCCN2CCCCC2C)C2(CCCCC2)OC1=O (centres undefined) is listed with mHTT CaM bind: -7.9; Pf apPOL block: -1.3
CCOC(=O)c1c(-c2ccc(OC)cc2)oc2ccc(OC(C)C(=O)OCC)cc12 (centres undefined) is listed with mHTT CaM bind: -108.0; Pf apPOL block: 2.3

The listing continues:
SMILES	mHTT CaM bind	Pf apPOL block
O=C(Nc1nc(CC(=O)N2CCCc3ccccc32)cs1)C1CC1	-7.8	-4.4
Cn1cc(C(=O)NCCN2CCOCC2)c2c3ccccc3n(C)c2c1=O	-1.0	-5.2
O=C(CCC1CCCN(C(=O)Nc2cccc(F)c2)C1)NCc1ccco1 (centres undefined)	11.9	-6.4
NC(=O)c1ccc(NC(=O)Nc2ccc(Cl)c(Cl)c2)cc1	-7.4	3.4
O=C(CSc1nnc(-c2ccccc2Cl)o1)N1CCN(c2ccccc2)CC1	0.6	-2.4
COc1ccccc1N1CCN(c2nc(N3CCCCC3)c3cnn(C)c3n2)CC1	19.2	-0.6
COc1ccccc1NC(=O)C1=C(C)Nc2nnnn2C1c1ccc(C(C)(C)C)cc1 (centres undefined)	25.0	-7.9
O=C(NCCc1ccccn1)C1CCCN(c2nnc3c(Cl)cccn23)C1 (centres undefined)	0.8	0.9
O=C(c1ccccc1)N1CCC(c2nc(C3CC3)n[nH]2)CC1	-14.8	3.5
CCCOc1ccc(C(=O)N2CCCc3ccccc32)cc1	-24.1	-2.3
O=C(O)c1c(Cl)nc(Cl)c([N+](=O)[O-])c1Cl	-12.0	-7.6
CC(=O)c1ccc(NC(=O)C(NC(=O)c2ccccc2)=C(C)C)cc1	-5.9	5.0
Clc1ccc(-c2nc(CSc3nc4ccccc4n4cccc34)cs2)cc1	·	-6.8
Cn1ncc(N2CCCC(C(=O)N3CCN(c4ccccn4)CC3)C2)cc1=O (centres undefined)	0.5	-3.3
N#CCSC1=Nc2ccccc2C2=NC(CC(=O)NCc3ccc(F)cc3)C(=O)N12 (centres undefined)	9.0	-5.6

From PubChem BioAssay
